Bim-Mcl-1: human Bim-Mcl-1 interaction inhibition. AID 1009. 190,000 compounds, 0.1% hits. Bead-based flow cytometry, Bim peptide-Mcl-1 binding. inhibition, % at 10 µM. Q07820; in the data active means inhibition above about 40%;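 further: 0% = no compound tracer wells and 100% = peptide blocker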
RGS8-Gao: human RGS8-Galphao interaction regulation; multiplexed bead flow cytometry, RGS8-Galphao binding; actives lie on both sides; response (percent of control binding), % at 10 µM; 220,000 compounds, 0.34% hits; in the data active means response below about 60% or above about 140%; inactive means in between;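 further: Galphao activated as the GDP aluminium fluoride complex binding bead-coupled RGS8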
Target sequence (P09471 whole entry, looked up): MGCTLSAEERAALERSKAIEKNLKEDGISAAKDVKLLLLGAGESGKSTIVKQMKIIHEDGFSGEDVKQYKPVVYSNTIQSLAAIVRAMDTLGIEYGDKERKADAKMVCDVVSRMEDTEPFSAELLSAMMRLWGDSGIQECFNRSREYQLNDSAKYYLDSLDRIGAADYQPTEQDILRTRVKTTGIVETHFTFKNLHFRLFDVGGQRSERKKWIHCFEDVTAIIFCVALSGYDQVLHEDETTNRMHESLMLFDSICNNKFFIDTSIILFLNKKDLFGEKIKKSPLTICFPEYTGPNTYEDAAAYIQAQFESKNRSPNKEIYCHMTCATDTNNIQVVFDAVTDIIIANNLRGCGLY
Pf gametocyte: inhibitors of late stage P. falciparum gametocyte viability; P. falciparum stage V gametocytes, ATP luminescence, 24 h; inhibition, % at 10.9 µM; 150,000 compounds, 0.065% hits; AID 743093;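 active means inhibition above the mean plus 3 SD of compounds within the control limits, set per campaign, cut at about 38% in these data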;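 further: 0% = DMSO wells and 100% = medium only without gametocytes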
Avidin fluor: compound fluoresces at 488/530 nm on avidin beads. 220,000 compounds, 0.38% hits. fluorescence (KMESF) at 10 µM. AID 1775. compound fluorescence 488/530 nm, flow cytometry; stronger effect = higher value; in the data active means fluorescence above about 47; further: inactives centre near 10
Mcl1 Bid PPI: Mcl-1/Bid interaction inhibition; inhibition, % at 21.7 µM; 220,000 compounds, 0.97% hits; AID 1021; TR-FRET Mcl-1/Bid-Dy647 peptide binding, 1536-well;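 active means compounds that cut the binding signal by more than half at the single screening dose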;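 further: His-tagged Mcl-1 with europium anti-His antibody binding Bid BH3 peptide; 0% = Mcl-1 plus peptide wells and 100% = peptide-only wells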
ABCB1 block: human ABCB1 inhibition, ABCG2 as counter-screen; P08183; 190,000 compounds, 0.067% hits; inhibition, % at 6.6 µM; AID 1326; CCRF-Adr cells, JC-1 efflux, flow cytometry; in the data active means inhibition above about 40%;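 further: 0% = vehicle and 100% = reference inhibitor; higher value means more JC-1 retained so stronger ABCB1 efflux block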
ABCG2 inh: inhibitors of human ABCG2 transporter, ABCB1 counter-screen; IgMXP3 cells, JC-1 efflux, flow cytometry; 190,000 compounds, 0.1% hits; AID 1325; inhibition, % at 6.6 µM;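 active means inhibition above 80%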;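 further: 0% = DMSO and 100% = nicardipine control wells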
Target sequence (Q9UNQ0 whole entry, looked up): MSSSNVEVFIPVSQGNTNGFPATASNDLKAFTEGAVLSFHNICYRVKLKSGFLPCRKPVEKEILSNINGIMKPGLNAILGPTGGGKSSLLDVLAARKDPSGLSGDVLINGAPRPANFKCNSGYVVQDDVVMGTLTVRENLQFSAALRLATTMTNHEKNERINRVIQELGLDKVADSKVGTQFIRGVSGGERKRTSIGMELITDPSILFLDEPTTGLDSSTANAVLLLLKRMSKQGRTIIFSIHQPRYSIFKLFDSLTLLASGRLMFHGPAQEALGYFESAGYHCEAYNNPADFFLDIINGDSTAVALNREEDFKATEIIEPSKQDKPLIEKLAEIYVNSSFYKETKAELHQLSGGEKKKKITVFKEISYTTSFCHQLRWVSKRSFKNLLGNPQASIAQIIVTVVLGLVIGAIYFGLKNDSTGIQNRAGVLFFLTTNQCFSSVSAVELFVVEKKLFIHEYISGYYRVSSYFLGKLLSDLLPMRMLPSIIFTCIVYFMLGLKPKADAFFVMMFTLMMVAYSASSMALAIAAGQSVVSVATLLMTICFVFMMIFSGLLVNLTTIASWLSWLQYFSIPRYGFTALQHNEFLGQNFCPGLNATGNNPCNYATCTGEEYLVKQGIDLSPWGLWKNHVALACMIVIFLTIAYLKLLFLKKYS
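System: two drug-resistant human cell lines, ABCG2 and ABCB1; controls: nicardipine high and DMSO low controls; times: 10 min exposure at 25 °C with rotation, no wash; detection: flow cytometry of retained JC-1 fluorescence; read-out basis: percent efflux inhibition, scaled nicardipine 100% to DMSO 0%; doses: one concentration, 6.6 µM final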
GSH bead fluor: GSH bead compound fluorescence profile | GSH beads flow cytometry, compound fluorescence 488/530 nm; stronger effect = higher value | fluorescence (KMESF) at 10 µM | 190,000 compounds, 0.25% hits | AID 1776; in the data active means fluorescence above about 89;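 further: glutathione beads carrying GST-tagged Bcl family fusion proteins plus one bare bead set; values are compound well signal with DMSO vehicle wells as background; inactives centre near 16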
RGS7-Gao: human RGS7-Galphao interaction regulation; binding response (% of control), % at 10 µM; 220,000 compounds, 0.35% hits; Multiplexed bead flow cytometry, RGS7-Galphao binding; actives lie on both sides; in the data active means binding response below about 49% or above about 150%; inconclusive means no clear call, values can overlap the other calls; inactive means in between;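 further: fluorescent Galphao held in activated GDP-AlF4 state binding bead-coupled RGS7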
Mcl1-Noxa inh: Mcl-1/Noxa interaction inhibition; 220,000 compounds, 1.5% hits; Q07820; inhibition, % at 21.7 µM; AID 1022; TR-FRET Mcl-1/Noxa peptide binding, 2 h;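 active means compounds that cut the protein-peptide binding signal by more than 50% relative to plate controls in a single-dose test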;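 further: His-tagged Mcl-1 with rhodamine Noxa BH3 peptide and terbium anti-His antibody; 0% = Mcl-1 plus Noxa peptide wells and 100% = peptide-only wells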
RGS4-Gao reg: modulates binding of RGS4 to human Galphao; P09471; binding response (% of control), % at 10 µM; AID 1415; 220,000 compounds, 0.33% hits; Multiplexed bead flow cytometry; actives lie on both sides; in the data active means binding response below about 49% or above about 150%; inactive means in between;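 further: fluorescent Galphao activated with aluminum fluoride binding bead-coupled RGS4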
The depositor's hits bear a star.

Screening CCc1ccc(NC(=O)C(C)OC(=O)c2cccc(S(=O)(=O)N3CCc4ccccc4C3)c2)cc1 (stereo not given) returned Bim-Mcl-1 -2, RGS8-Gao 101, Avidin fluor 5, Mcl1 Bid PPI -52, ABCB1 block 0.6, ABCG2 inh -5, GSH bead fluor 15, RGS7-Gao 97, Mcl1-Noxa inh 11 and RGS4-Gao reg 100.
For CC(C)CC(NC(N)=O)C(=O)OCC(=O)NC(=O)NC1CCCC1 (stereo not given) the results were Bim-Mcl-1 -3, RGS8-Gao 100, Avidin fluor 13, Mcl1 Bid PPI -16, ABCB1 block 4.5, ABCG2 inh -3, GSH bead fluor 38, RGS7-Gao 99, Mcl1-Noxa inh -61 and RGS4-Gao reg 98.
Cc1ccc(Nc2nnc(SCC(=O)c3cc4ccccc4o3)s2)cc1C was read as Bim-Mcl-1 -30, RGS8-Gao 103, Pf gametocyte -12, Avidin fluor 3, Mcl1 Bid PPI -71, ABCB1 block -0.5, ABCG2 inh -4, GSH bead fluor 19, RGS7-Gao 103, Mcl1-Noxa inh 24 and RGS4-Gao reg 101.
`CCCN1C2CCCC1CC(NC(=O)Nc1ccc(C(C)C)cc1)C2` (stereo not given) gave Bim-Mcl-1 -2, RGS8-Gao 80, Avidin fluor 4, Mcl1 Bid PPI 9, ABCB1 block 0.3, ABCG2 inh 1, GSH bead fluor 20, RGS7-Gao 90, Mcl1-Noxa inh 9 and RGS4-Gao reg 90.
For Cc1ccc(N2CN=C(c3ccccc3)NC2=S)cc1 the results were Bim-Mcl-1 0, RGS8-Gao 100, Avidin fluor 14, Mcl1 Bid PPI -76, ABCB1 block 0.4, ABCG2 inh 2, GSH bead fluor 22, RGS7-Gao 99, Mcl1-Noxa inh 6 and RGS4-Gao reg 102.
For CCCCCCCCSc1nnc2[nH]c(=O)cc(N)n12 the results were Bim-Mcl-1 -1, RGS8-Gao 100, Pf gametocyte -12, Avidin fluor 19, Mcl1 Bid PPI -4, ABCB1 block -0.3, ABCG2 inh 0, GSH bead fluor 9, RGS7-Gao 97, Mcl1-Noxa inh 13 and RGS4-Gao reg 96.
CC(=O)NCCc1cc2ccc(C)cc2[nH]c1=O was read as Bim-Mcl-1 0, RGS8-Gao 102, Pf gametocyte -38, Avidin fluor 30, Mcl1 Bid PPI 8, ABCB1 block 0.3, ABCG2 inh 2, GSH bead fluor 25, RGS7-Gao 101, Mcl1-Noxa inh 8 and RGS4-Gao reg 103.
For COc1ccc(N(C(=O)C(C)C)S(=O)(=O)c2cccc([N+](=O)[O-])c2)cc1 the results were Bim-Mcl-1 0, RGS8-Gao 101, Avidin fluor 5, Mcl1 Bid PPI -9, ABCB1 block 1.0, ABCG2 inh 3, GSH bead fluor 10, RGS7-Gao 102, Mcl1-Noxa inh 9 and RGS4-Gao reg 101.
COc1cc(C(=O)Nc2ccc3c(c2)OCCO3)ccc1OC(F)F was read as Bim-Mcl-1 0, RGS8-Gao 105, Avidin fluor 6, Mcl1 Bid PPI 1, ABCB1 block 1.1, ABCG2 inh 8, GSH bead fluor 15, RGS7-Gao 108, Mcl1-Noxa inh 6 and RGS4-Gao reg 107.
For CC1=NN(C(=O)COc2ccccc2)C(O)(c2cccnc2)C1 (stereo not given) the results were Bim-Mcl-1 -3, RGS8-Gao 99, Pf gametocyte 12, Avidin fluor 12, Mcl1 Bid PPI 2, ABCB1 block 0.4, ABCG2 inh 2, GSH bead fluor 13, RGS7-Gao 102, Mcl1-Noxa inh -4 and RGS4-Gao reg 101.
Screening OCCn1c(Cl)nc2ccccc21 returned Bim-Mcl-1 -3, RGS8-Gao 97, Avidin fluor 18, Mcl1 Bid PPI -2, ABCB1 block 0.7, ABCG2 inh 7, GSH bead fluor 12, RGS7-Gao 101, Mcl1-Noxa inh -3 and RGS4-Gao reg 94.
For CC(C)CN(CC(C)C)C(=O)C12CCC(C)(C(=O)C1)C2(C)C (stereo not given) the results were Bim-Mcl-1 -3, RGS8-Gao 101, Avidin fluor 8, Mcl1 Bid PPI -12, ABCB1 block 1.5, ABCG2 inh 3, GSH bead fluor 27, RGS7-Gao 105, Mcl1-Noxa inh 7 and RGS4-Gao reg 104.
Screening Cc1cc(C)c(C(=O)/C=C/c2ccco2)c(=O)[nH]1 returned Bim-Mcl-1 0, RGS8-Gao 100, Pf gametocyte 8, Avidin fluor 9, Mcl1 Bid PPI -85, ABCB1 block -0.1, ABCG2 inh 0, GSH bead fluor 23, RGS7-Gao 95, Mcl1-Noxa inh -8 and RGS4-Gao reg 96.
Screening Cc1ccnc(NS(=O)(=O)c2ccc(N)cc2)n1 returned Bim-Mcl-1 -7, RGS8-Gao 99, Avidin fluor 11, Mcl1 Bid PPI -5, ABCB1 block 0.5, ABCG2 inh 1, GSH bead fluor 17, RGS7-Gao 100, Mcl1-Noxa inh 9 and RGS4-Gao reg 101.
Screening CCOC(=O)C1(CCCc2ccccc2)CCN(C(=O)c2ccoc2)CC1 returned Bim-Mcl-1 0, RGS8-Gao 97, Pf gametocyte -4, Avidin fluor 3, Mcl1 Bid PPI -14, ABCB1 block 1.6, ABCG2 inh 2, GSH bead fluor 11, RGS7-Gao 99, Mcl1-Noxa inh -8 and RGS4-Gao reg 102.
Screening CC(=O)c1csc(COc2ccc(Cl)cc2)n1 returned RGS8-Gao 104, Pf gametocyte 10, Avidin fluor 6, Mcl1 Bid PPI -6, RGS7-Gao inconclusive, Mcl1-Noxa inh 2 and RGS4-Gao reg 104.
Screening CS(=O)(=O)c1sc(C(=O)NC(=S)Nc2ccc(OC(F)(F)F)cc2)c2c1C=CCC2 returned RGS8-Gao 103, Pf gametocyte 0, Avidin fluor 6, Mcl1 Bid PPI -23, RGS7-Gao inconclusive, Mcl1-Noxa inh 1 and RGS4-Gao reg 113.
For O=S(=O)(Nc1nc2ccccc2s1)c1ccc(Cl)s1 the results were Bim-Mcl-1 -3, RGS8-Gao 100, Avidin fluor 10, Mcl1 Bid PPI 8, ABCB1 block 0.4, ABCG2 inh 1, GSH bead fluor 12, RGS7-Gao 103, Mcl1-Noxa inh 24 and RGS4-Gao reg 102.
For COCCNC(=O)CSCc1nc(-c2ccc(SC)cc2)oc1C the results were Bim-Mcl-1 -1, RGS8-Gao 100, Pf gametocyte -18, Avidin fluor 35, Mcl1 Bid PPI -5, ABCB1 block 0.7, ABCG2 inh 3, GSH bead fluor 13, RGS7-Gao 100, Mcl1-Noxa inh -11 and RGS4-Gao reg 102.
O=C(Nc1cccc(C(F)(F)F)c1)c1cccnc1 was read as Bim-Mcl-1 -2, RGS8-Gao 94, Avidin fluor 3, Mcl1 Bid PPI -12, ABCB1 block -0.2, ABCG2 inh 9, GSH bead fluor 41, RGS7-Gao 89, Mcl1-Noxa inh -4 and RGS4-Gao reg 93.
CCOC(=O)[C@H](CCc1ccccc1)N[C@@H](C)C(=O)N1CCC[C@H]1C(=O)O was read as Bim-Mcl-1 -1, RGS8-Gao 102, Avidin fluor 8, Mcl1 Bid PPI 17, ABCB1 block 0.2, ABCG2 inh 0, GSH bead fluor 21, RGS7-Gao 102, Mcl1-Noxa inh 18 and RGS4-Gao reg 104.
`CCCOC(=O)c1ccc(NC(=O)c2c(Cl)ccc(Cl)c2OC)cc1` gave Bim-Mcl-1 0, RGS8-Gao 103, Pf gametocyte 13, Avidin fluor 5, Mcl1 Bid PPI 5, ABCB1 block -0.1, ABCG2 inh 9, GSH bead fluor 9, RGS7-Gao 99, Mcl1-Noxa inh 4 and RGS4-Gao reg 103.
`Cc1ccc(N=C/C(C(=O)C(F)(F)F)=C(\O)c2cccs2)cc1` gave Bim-Mcl-1 -3, RGS8-Gao 101, Pf gametocyte 11, Avidin fluor 31, Mcl1 Bid PPI 3, ABCB1 block 0.8, ABCG2 inh 4, GSH bead fluor 17, RGS7-Gao 98, Mcl1-Noxa inh -5 and RGS4-Gao reg 102.
`CC1c2ccccc2SC(CCCN(C)C)c2ccccc21` (stereo not given) gave Bim-Mcl-1 -1, RGS8-Gao 101, Pf gametocyte 7, Avidin fluor 5, Mcl1 Bid PPI -32, ABCB1 block -0.6, ABCG2 inh -2, GSH bead fluor 10, RGS7-Gao 100, Mcl1-Noxa inh 17 and RGS4-Gao reg 90.
O=C(Nc1ccon1)c1csc2ccccc12 was read as Bim-Mcl-1 -4, RGS8-Gao 97, Avidin fluor 10, Mcl1 Bid PPI 4, ABCB1 block 0.4, ABCG2 inh 3, GSH bead fluor 19, RGS7-Gao 96, Mcl1-Noxa inh -5 and RGS4-Gao reg 92.
Screening COc1ccc(/C(C)=N/N=C(\C)c2ccc(OC)cc2OC)c(OC)c1 returned Bim-Mcl-1 -2, RGS8-Gao 101, Pf gametocyte -2, Avidin fluor 15, Mcl1 Bid PPI -1, ABCB1 block -0.1, ABCG2 inh -1, GSH bead fluor 17, RGS7-Gao 103, Mcl1-Noxa inh 4 and RGS4-Gao reg 102.
Screening Cc1ccccc1Nc1c(-c2cccnc2)nc2ccccn12 returned RGS8-Gao 100, Pf gametocyte -17, Avidin fluor 7, Mcl1 Bid PPI -27, RGS7-Gao inconclusive, Mcl1-Noxa inh 12 and RGS4-Gao reg 97.
COc1cc(/C=C/C(=O)Nc2nnc(CC(C)C)s2)cc(OC)c1OC was read as Bim-Mcl-1 0, RGS8-Gao 103, Pf gametocyte 3, Avidin fluor 16, Mcl1 Bid PPI -33, ABCB1 block 1.0, ABCG2 inh 5, GSH bead fluor 21, RGS7-Gao 96, Mcl1-Noxa inh -16 and RGS4-Gao reg 104.

Compounds from the list above containing an aryl thioether with sulfur outside any ring, in the order listed:
Cc1ccc(Nc2nnc(SCC(=O)c3cc4ccccc4o3)s2)cc1C was read as Bim-Mcl-1 -30, RGS8-Gao 103, Pf gametocyte -12, Avidin fluor 3, Mcl1 Bid PPI -71, ABCB1 block -0.5, ABCG2 inh -4, GSH bead fluor 19, RGS7-Gao 103, Mcl1-Noxa inh 24 and RGS4-Gao reg 101.
For CCCCCCCCSc1nnc2[nH]c(=O)cc(N)n12 the results were Bim-Mcl-1 -1, RGS8-Gao 100, Pf gametocyte -12, Avidin fluor 19, Mcl1 Bid PPI -4, ABCB1 block -0.3, ABCG2 inh 0, GSH bead fluor 9, RGS7-Gao 97, Mcl1-Noxa inh 13 and RGS4-Gao reg 96.
For COCCNC(=O)CSCc1nc(-c2ccc(SC)cc2)oc1C the results were Bim-Mcl-1 -1, RGS8-Gao 100, Pf gametocyte -18, Avidin fluor 35, Mcl1 Bid PPI -5, ABCB1 block 0.7, ABCG2 inh 3, GSH bead fluor 13, RGS7-Gao 100, Mcl1-Noxa inh -11 and RGS4-Gao reg 102.

Bioassay records (PubChem BioAssay)
